Screens (PubChem)
PI5P4Ka inh: inhibitors of human PI5P4K alpha | P48426 | PI5P4Kalpha enzyme, ADP-Glo luminescence, 60 min; active compounds read low | max response, % | 1.2% of 330,000 active; active = max response of -50% or lower; inconclusive = between -30% and -50%; inactive = -30% or higher; also: value at the top dose of about 77 µM; % is scaled to controls: 0 for no effect and ±100 for the full control effect
Target sequence (P48426 whole entry, looked up): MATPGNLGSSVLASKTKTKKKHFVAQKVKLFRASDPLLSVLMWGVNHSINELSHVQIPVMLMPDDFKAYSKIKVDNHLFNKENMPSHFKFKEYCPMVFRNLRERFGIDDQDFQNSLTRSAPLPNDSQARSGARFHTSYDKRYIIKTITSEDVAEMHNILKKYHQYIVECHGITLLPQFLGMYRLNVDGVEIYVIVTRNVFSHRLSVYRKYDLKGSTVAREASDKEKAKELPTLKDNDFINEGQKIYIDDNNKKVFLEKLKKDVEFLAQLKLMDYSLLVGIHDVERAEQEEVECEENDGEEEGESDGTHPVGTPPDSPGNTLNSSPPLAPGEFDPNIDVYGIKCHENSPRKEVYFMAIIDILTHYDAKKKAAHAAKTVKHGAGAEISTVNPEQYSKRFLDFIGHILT
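qHTS, 1536-well: enzyme/substrate mix, compound by pin tool, 5 microM ATP final; RT 60 min; ADP-Glo reagents 1 (45 min) then 2 (30 min); luminescence.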
CCT modulator: modulators of cytosolic chaperonin (CCT/TRiC) activity | activity change, % (test concentration not listed), hits read low | 0.3% of 360,000 active | purified chaperonin ATPase assay, HTRF ADP detection, 30 min; in the data active = activity change below about -30%; also: % is scaled to controls: 0 for no effect and ±100 for the full control effect
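ATPase activity: ADP formed was measured by HTRF Transcreener (665/615 nm ratio) after 30 min at 37 deg C with 10 uM ATP. Compounds screened at one 76 uM concentration against 40 or 20 nM TRiC in Tris pH 7.4/KCl/MgCl2/DTT buffer.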
EPAC2 antag: antagonists of human EPAC2. Q8WZA2. EPAC2 GEF exchange of Rap1B-BODIPY-GDP, fluorescence. Potency, µM (highest dose often 114 µM), without a hit: top-dose activity, negative = inhibition, most hits filed as inhibitors. 0.18% of 360,000 active. AID 720708; also: potency is read from the fitted curve at half-maximal effect; % is scaled to controls: 0 for no effect and ±100 for the full control effect; nearly all actives have a fitted effect of over 45% in size; many of its hits are not listed in these tables
EPAC1 antag: antagonists of human EPAC1. Potency, µM (top dose mostly 115 µM), for inactives: top-dose activity change, negative = inhibition, most hits filed as inhibitors. EPAC1 GEF assay, Rap1b-BODIPY-GDP exchange fluorescence. 0.14% of 360,000 active. O95398;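 also: potency is read from the fitted curve at half-maximal effect; plate controls were vehicle for no effect and positive control for full effect; nearly all actives have a fitted effect of over 50% in size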
MmCpn inh: blocks the Methanococcus maripaludis chaperonin Mm-Cpn. purified Mm-Cpn ATPase, ADP Transcreener TR-FRET. Potency, µM (top dose mostly 76.9 µM), inactives show top-dose activity, negative = inhibition, hits mostly inhibitors. 0.031% of 330,000 active. AID 504842; also: potency is read from the fitted curve at half-maximal effect; % is scaled to controls: 0 for no effect and ±100 for the full control effect; nearly all actives have a fitted effect of over 80% in size
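Eu-cryptate anti-ADP/ADP-d2 competition gives a ratio inversely related to ADP. Enzyme at 25 nM was pre-exposed to compound for 10 min, then given 10 uM ATP for 30 min, 37°C throughout.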
PLK1 PBD inh: inhibitors of human PLK1 polo-box domain binding. P53350. Plk1 PBD binding of FITC phosphopeptide, fluorescence polarization. Potency, µM, for inactives: max response, negative = inhibition, hits mostly inhibitors. 2.8% of 360,000 active. AID 720504; also: potency is read from the fitted curve at half-maximal effect; series mostly up to about 57 µM; % is scaled to controls: 0 for no effect and ±100 for the full control effect; nearly all actives have a fitted effect of over 65% in size
Target sequence (P53350 whole entry, looked up, the tested form may be a part): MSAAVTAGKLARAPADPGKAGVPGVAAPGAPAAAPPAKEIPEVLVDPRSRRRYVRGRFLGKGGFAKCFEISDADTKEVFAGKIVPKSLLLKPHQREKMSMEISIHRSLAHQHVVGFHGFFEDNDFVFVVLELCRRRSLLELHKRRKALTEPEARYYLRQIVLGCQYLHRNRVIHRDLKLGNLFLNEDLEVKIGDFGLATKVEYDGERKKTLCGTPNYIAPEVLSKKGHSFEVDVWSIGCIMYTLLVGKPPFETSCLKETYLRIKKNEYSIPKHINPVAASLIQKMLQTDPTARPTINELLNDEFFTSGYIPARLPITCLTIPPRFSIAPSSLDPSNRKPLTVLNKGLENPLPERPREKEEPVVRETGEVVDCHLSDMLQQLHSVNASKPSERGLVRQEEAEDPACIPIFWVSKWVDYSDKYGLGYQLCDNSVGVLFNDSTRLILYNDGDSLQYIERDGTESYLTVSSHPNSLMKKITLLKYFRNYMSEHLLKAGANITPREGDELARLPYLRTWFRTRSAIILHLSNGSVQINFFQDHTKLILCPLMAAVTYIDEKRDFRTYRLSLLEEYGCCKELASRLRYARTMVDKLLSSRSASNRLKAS
WRN helicase inh: inhibitors of human WRN helicase | Q14191 | WRN helicase unwinding, fluorescent forked duplex, kinetic | Potency, µM (top dose mostly 114 µM), without a hit: top-dose activity change, negative = inhibition, usual class: inhibitors | 0.46% of 360,000 active | AID 651768; also: potency is read from the fitted curve at half-maximal effect; % is scaled to controls: 0 for no effect and ±100 for the full control effect; nearly all actives have a fitted effect of over 55% in size
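Kinetic fluorescence helicase assay: unwinding of a quenched forked DNA duplex (100 nM final) with 2 mM ATP final raises red fluorescence (525/598 nm). Compounds sat 15 min at room temperature with 20 nM WRN beforehand.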
EPAC1 ag: activates human EPAC1 exchange factor; EPAC1 agonist qHTS, biochemical assay; response scale: 100% = response to 6.5 mM cAMP; 0.073% of 360,000 active; Potency, µM (series often up to 154 µM), inactives show at the top dose activation, hits mostly activators; also: potency is read from the fitted curve at half-maximal effect; nearly all actives have a fitted effect of over 60% in size
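Read-out is the fluorescence drop as BODIPY-GDP leaves Rap1B (480 nm excitation, 540 nm emission), recorded every 5 minutes over 30 minutes. Reactions held 100 nM EPAC1, 250 nM Rap1B–BODIPY-GDP and 50 uM GDP, with 6.5 mM cAMP setting full activation.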
Numbers without * were called inactive; [ ] = dose if it differs, or a comment. Unless noted, calls follow the shape of the dose curve; as a rule, active = well fitted curve in the direction sought with a large enough effect; inconclusive = small, poorly fitted or top-dose-only effect, or another doubt; inactive = no such curve, though single readings can be large; an effect the other way counts as inactive or inconclusive.

Screening Cn1c(COc2ccccc2)nnc1SCC(=O)Nc1ccc2c(c1)OCO2 returned CCT modulator -1.6, EPAC2 antag 6.8%, EPAC1 antag 7.0%, MmCpn inh 0.0%, PLK1 PBD inh -3.6%, WRN helicase inh -3.6% and EPAC1 ag -4.0%.
CCCCN(CCCC)CCNC(=O)c1ccc2nc(-c3ccccc3NC(C)=O)c(=O)[nH]c2c1 was read as PI5P4Ka inh 0.8, CCT modulator -4.0, EPAC2 antag 2.4%, EPAC1 antag -0.4%, MmCpn inh -2.5%, PLK1 PBD inh -6.4%, WRN helicase inh 0.2% and EPAC1 ag 2.0%.
`COC(=O)c1ccc2c(=O)n(Cc3ccc4c(c3)OCO4)c(=S)[nH]c2c1` gave PI5P4Ka inh 1.0, CCT modulator -2.2, EPAC2 antag -1.4%, EPAC1 antag 22.9%, MmCpn inh 0.9%, PLK1 PBD inh -10.8%, WRN helicase inh -3.4% and EPAC1 ag -1.1%.
Screening O=C(Cn1cnc2c(OCc3ccccc3)ncnc21)N[C@H](CO)Cc1cc2ccccc2[nH]1 returned PI5P4Ka inh 3.5, CCT modulator -1.6, EPAC2 antag 8.4%, EPAC1 antag -6.6%, MmCpn inh 0.3%, PLK1 PBD inh -15.3%, WRN helicase inh 2.0% and EPAC1 ag 9.9%.
Screening CCOC(=O)c1c(-c2ccccc2)cn2c(C)cc(C)nc12 returned PI5P4Ka inh 9.4, CCT modulator 3.0, EPAC2 antag -5.3%, EPAC1 antag 12.1%, MmCpn inh -0.9%, PLK1 PBD inh -4.7%, WRN helicase inh 2.8% and EPAC1 ag 6.9%.
CC(=O)C1=C(C)Nc2ncnn2C1c1ccc(Cl)cc1Cl (stereo not drawn) was read as PI5P4Ka inh 0.3, CCT modulator 2.2, EPAC2 antag 6.9%, EPAC1 antag 12.0%, MmCpn inh 2.0%, PLK1 PBD inh 3.9%, WRN helicase inh -11.5% and EPAC1 ag -4.1%.
Screening COC(=O)c1cc(NC(=O)CN2CCOCC2)cc(C(=O)OC)c1 returned PI5P4Ka inh -13.0, CCT modulator -0.9, EPAC2 antag 13.7%, EPAC1 antag 2.9%, MmCpn inh -0.5%, PLK1 PBD inh -3.5%, WRN helicase inh -4.6% and EPAC1 ag 1.5%.
For CN(C(=O)CSc1cc(Cl)ccc1Cl)C1CCS(=O)(=O)C1 (stereo not drawn) the results were PI5P4Ka inh 7.5, CCT modulator 1.0, EPAC2 antag -6.5%, EPAC1 antag -12.3%, MmCpn inh 0.8%, PLK1 PBD inh inconclusive, WRN helicase inh -10.4% and EPAC1 ag 0.9%.
Screening CC(C)CN=C(NS(=O)(=O)c1ccccc1)C(Cl)(Cl)Cl returned PI5P4Ka inh 11.4, CCT modulator -0.3, EPAC2 antag -5.4%, EPAC1 antag 0.4%, MmCpn inh 1.2%, PLK1 PBD inh -0.2%, WRN helicase inh -18.5% and EPAC1 ag 1.2%.
Screening CCOC(=O)c1oc2ccccc2c1COC(=O)CNC(=O)c1ccccc1 returned PI5P4Ka inh -9.2, CCT modulator -1.3, EPAC2 antag -7.1%, EPAC1 antag -25.1%, MmCpn inh -0.6%, PLK1 PBD inh -7.5%, WRN helicase inh inconclusive and EPAC1 ag 2.6%.
Screening COc1ccc(Cl)cc1C(=O)OCC(=O)c1ccc[nH]1 returned PI5P4Ka inh 1.7, CCT modulator -2.8, EPAC2 antag -4.5%, EPAC1 antag 15.5%, MmCpn inh -3.0%, PLK1 PBD inh -13.0%, WRN helicase inh 0.4% and EPAC1 ag 0.6%.
For CCOc1ccccc1OCC(=O)Nc1ccc(S(=O)(=O)Nc2ncccn2)cc1 the results were CCT modulator 0.3, EPAC2 antag -3.3%, EPAC1 antag 2.0%, MmCpn inh -2.1%, PLK1 PBD inh -0.7%, WRN helicase inh -21.0% and EPAC1 ag 1.8%.
For COc1ccccc1-c1ccc(=O)n(CC(=O)NC(C)(C)C)n1 the results were CCT modulator 0.3, EPAC2 antag 3.4%, EPAC1 antag -7.0%, MmCpn inh 0.2%, PLK1 PBD inh -3.3%, WRN helicase inh -0.2% and EPAC1 ag 7.6%.
Screening Cc1ccc(C(NC(=O)Nc2ccccn2)C(Cl)(Cl)Cl)cc1F (stereo not drawn) returned PI5P4Ka inh 10.8, CCT modulator 0.2, EPAC2 antag 1.4%, EPAC1 antag 6.6%, MmCpn inh -2.9%, PLK1 PBD inh 5.0%, WRN helicase inh -1.8%[57.1 µM] and EPAC1 ag 12.5%.
Screening CC1=C(C(=O)O)N2C(=O)C(NC(=O)c3nn(C)cc3Cl)C2SC1 (stereo not drawn) returned PI5P4Ka inh 3.1, CCT modulator -2.7, EPAC2 antag 8.5%, EPAC1 antag -1.9%, MmCpn inh 1.0%, PLK1 PBD inh 26.7µM*, WRN helicase inh 6.7% and EPAC1 ag -1.0%.
Screening CC12CC3CC(C)(C1)CC(C(=O)Nc1nncs1)(C3)C2 returned PI5P4Ka inh 9.7, CCT modulator -2.2, EPAC2 antag -4.7%, EPAC1 antag -17.7%, MmCpn inh 0.9%, PLK1 PBD inh -2.1%, WRN helicase inh -15.9% and EPAC1 ag -6.5%.
Screening CCC(C)N1CCNCC1 (stereo not drawn) returned PI5P4Ka inh 0.4, CCT modulator -1.3, EPAC2 antag 4.7%, EPAC1 antag -4.6%, MmCpn inh -1.2%, PLK1 PBD inh -7.7%, WRN helicase inh 5.3% and EPAC1 ag 0.1%.
`Brc1ccc2c(c1)CN1CCCC1=N2` gave PI5P4Ka inh -2.4, CCT modulator -0.2, EPAC2 antag 2.8%, EPAC1 antag -7.0%, MmCpn inh -8.8%, PLK1 PBD inh -0.9%, WRN helicase inh 16.8% and EPAC1 ag 3.6%.
For COc1ccc(C2(C(=O)Nc3cc(C)on3)CCOCC2)cc1 the results were PI5P4Ka inh -4.0, CCT modulator -1.5, EPAC2 antag 0.4%, EPAC1 antag 3.7%, MmCpn inh 0.9%, PLK1 PBD inh -12.1%, WRN helicase inh -0.7% and EPAC1 ag 10.4%.
CC(C)C(=O)NCCc1nc2ccccc2n1CCc1ccccc1 was read as PI5P4Ka inh 5.9, CCT modulator 0.9, EPAC2 antag 0.3%, EPAC1 antag -12.2%, MmCpn inh -1.6%, PLK1 PBD inh -0.5%, WRN helicase inh -15.8% and EPAC1 ag 0.4%.
Screening CC(Oc1ccccc1)C(=O)Nc1ccc(S(=O)(=O)N2CCN(C)CC2)cc1 (stereo not drawn) returned PI5P4Ka inh -3.8, CCT modulator -1.2, EPAC2 antag -3.5%, EPAC1 antag 10.6%, MmCpn inh 2.4%, PLK1 PBD inh -6.2%, WRN helicase inh 9.4% and EPAC1 ag 3.9%.
For COc1ccc(S(=O)(=O)NC(C)C(=O)NCc2cccnc2)cc1C (stereo not drawn) the results were PI5P4Ka inh 8.3, CCT modulator -0.8, EPAC2 antag -1.0%, EPAC1 antag -3.4%, MmCpn inh 0.2%, PLK1 PBD inh -9.0%, WRN helicase inh 8.4% and EPAC1 ag 1.3%.
`Cc1cccc(NC(=O)/C(C#N)=C/c2ccccc2O)n1` gave PI5P4Ka inh 4.0, CCT modulator -1.4, EPAC2 antag 0.8%, EPAC1 antag -6.5%, MmCpn inh 2.5%, PLK1 PBD inh -5.6%, WRN helicase inh 4.6%[57.1 µM] and EPAC1 ag 1.3%.
Screening Cc1ccc(-n2nc3ccc(NC(=O)c4ccco4)cc3n2)cc1 returned PI5P4Ka inh -2.3, CCT modulator -2.2, EPAC2 antag 6.0%, EPAC1 antag -11.1%, MmCpn inh -3.8%, PLK1 PBD inh -2.2%, WRN helicase inh -18.9%[57.1 µM] and EPAC1 ag -1.4%.
For CC(NS(=O)(=O)c1ccccc1)C1COc2ccccc2O1 (stereo not drawn) the results were PI5P4Ka inh -3.7, CCT modulator -1.4, EPAC2 antag -3.8%, EPAC1 antag -4.4%, MmCpn inh -9.3%, PLK1 PBD inh -7.2%, WRN helicase inh 17.1% and EPAC1 ag 9.2%.
`CCCc1nnc(NC(=O)CCC(=O)N2CCCCCC2)s1` gave PI5P4Ka inh -5.0, CCT modulator -0.8, EPAC2 antag -5.9%, EPAC1 antag 11.6%, MmCpn inh 0.8%, PLK1 PBD inh -12.5%, WRN helicase inh 3.0% and EPAC1 ag 7.5%.
CCOC(=O)c1[nH]c2c(c1-c1ccccc1)C(=O)CC(c1ccc(OCC)cc1)C2 (stereo not drawn) was read as PI5P4Ka inh 4.8, CCT modulator -1.0, EPAC2 antag -8.3%, EPAC1 antag inconclusive, MmCpn inh -0.9%, PLK1 PBD inh -7.2%, WRN helicase inh -9.4% and EPAC1 ag -12.1%.
Screening Cc1ccc(NC(=S)N2CCN(C(=O)C3CCCO3)CC2)c(C)c1 (stereo not drawn) returned PI5P4Ka inh -14.1, CCT modulator 1.6, EPAC2 antag -7.7%, EPAC1 antag 0.0%, MmCpn inh 2.8%, PLK1 PBD inh 0.2%, WRN helicase inh 3.4% and EPAC1 ag 12.7%.
Screening O=c1[nH]cc(COCc2ccccc2)c(=O)[nH]1 returned CCT modulator 0.0, EPAC2 antag 2.0%, EPAC1 antag 11.0%, MmCpn inh 1.3%, PLK1 PBD inh -3.0%, WRN helicase inh 1.7% and EPAC1 ag 1.3%.
CCC1Nc2ncnc(N3CCN(c4ccccn4)CC3)c2N(Cc2ccc(Cl)cc2)C1=O (stereo not drawn) was read as PI5P4Ka inh -6.9, CCT modulator -2.0, EPAC2 antag -1.2%, EPAC1 antag -13.5%, MmCpn inh 2.0%, PLK1 PBD inh -15.1%, WRN helicase inh -2.4% and EPAC1 ag -2.3%.
Screening Cc1nc(NC(C)c2ccccc2)c2oc3ccccc3c2n1 (stereo not drawn) returned PI5P4Ka inh 1.5, CCT modulator -1.3, EPAC2 antag -17.3%, EPAC1 antag inconclusive, MmCpn inh 1.4%, PLK1 PBD inh -10.2%, WRN helicase inh -10.8% and EPAC1 ag 11.1%.
CCN1CCN(C(=O)c2cnn3c(C(F)F)cc(-c4ccc(C)cc4)nc23)CC1 was read as PI5P4Ka inh 0.4, CCT modulator 1.1, EPAC2 antag 5.5%, EPAC1 antag -2.2%, MmCpn inh 1.4%, PLK1 PBD inh -3.3%, WRN helicase inh 9.9% and EPAC1 ag -4.3%.

Only part of the results is shown (hit frequency here may not be typical).
